Source: PubChem
TNAP inh noacc – human TNAP enzyme inhibitors, primary screen, biochemical, luminescent, no phosphate acceptor, uHTS; Alkaline phosphatase, tissue-nonspecific isozyme (Homo sapiens), P05186; purified TNAP, CDP-star luminescence, 30 min; inhibition, % at 20 µM; 0.26% of 200,000 active;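 active = tissue-nonspecific alkaline phosphatase inhibition above about 50% at 20 µM in the single-dose screen, limit read from the data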;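 also: 0% = DMSO negative control and 100% = EDTA positive control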
TNAP inh hi DEA – human TNAP enzyme inhibitors, primary screen, biochemical, luminescent, high phosphate acceptor level, uHTS. purified TNAP, CDP-star luminescence, 1 M DEA. 0.03% of 200,000 active. inhibition, % at 20 µM;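 active = over 50% inhibition of tissue-nonspecific alkaline phosphatase at 20 µM in the single-dose screen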;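 also: plate controls were DMSO wells for no effect and EDTA-quenched wells as full inhibition for full effect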
Diaph inh CS – diaphorase inhibitors and chemical oxidizers, primary screen, counter-screen for diaphorase-coupled primary assays, biochemical, uHTS, resorufin fluorescence; diaphorase resazurin-to-resorufin fluorescence, NADH, 16 min; bacterial (C. kluyveri) enzyme, not human; inhibition, % at 20 µM; 0.69% of 190,000 active; AID 1217, 2008;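 active = primary screen inhibition at 20 µM above a set limit, cut at about 50% in these data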;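 also: plate controls were DMSO with full reaction for no effect and wells lacking NADH for full effect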
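controls = No-NADH positive control and DMSO neutral control | system = Clostridium kluyveri diaphorase enzyme | timing = reaction incubation of 16 min at room temperature | signal = resorufin fluorescence 544/590 nm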
FLuc stim CS – FLuc activators, initial screening, artefact control for FLuc-dependent activation tests, biochemical, ATPlite luminescence | 200,000 tested, under 10 active | AID 1027, 2008 | ATPlite luciferase biochemical, 10 min; 0 = ATP-free wells, 1 = DMSO control | activation factor at 10 µM;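 active = luciferase activation factor, scaled between plate controls, of at least 2 with compound at 10 µM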
Target sequence (P08659 whole entry, looked up): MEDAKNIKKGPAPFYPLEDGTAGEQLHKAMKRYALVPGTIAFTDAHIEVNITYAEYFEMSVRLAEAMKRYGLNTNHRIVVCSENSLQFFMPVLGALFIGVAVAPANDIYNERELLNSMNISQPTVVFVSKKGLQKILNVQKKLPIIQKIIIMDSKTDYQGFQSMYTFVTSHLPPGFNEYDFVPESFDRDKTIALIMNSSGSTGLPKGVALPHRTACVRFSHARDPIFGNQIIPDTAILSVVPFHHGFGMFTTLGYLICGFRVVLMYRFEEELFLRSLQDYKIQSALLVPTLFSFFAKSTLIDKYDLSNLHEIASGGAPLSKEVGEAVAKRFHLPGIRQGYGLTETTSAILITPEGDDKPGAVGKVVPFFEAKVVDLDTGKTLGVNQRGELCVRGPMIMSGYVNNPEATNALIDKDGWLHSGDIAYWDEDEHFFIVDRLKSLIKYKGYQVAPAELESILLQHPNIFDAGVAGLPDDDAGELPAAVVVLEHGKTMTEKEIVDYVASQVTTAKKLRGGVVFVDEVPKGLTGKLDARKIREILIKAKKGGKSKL
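System: luciferase plus luciferin reagent, cell-free; medium: PBS as buffer for the ATP substrate; dosing: test compounds dosed from 2 mM stocks in 100% DMSO; timing: 10 min post-reagent at room temperature; measured by: luminescence measurement of luciferase light output; evaluation: luciferase activation, seen as luminescence increase over controls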
Diaphorase act – compounds boosting diaphorase resazurin reduction – biochemical, uHTS, resorufin fluorescence, counter-screen for diaphorase-coupled primary assays, primary screen | Diaphorase/resazurin coupled assay, 16 min; stronger effect = higher value; 1 = vehicle wells, 0 = NADH-free wells | activation factor at 20 µM | 0.005% of 190,000 active | AID 1229, 2008;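 active = diaphorase activity raised at least twofold by the compound at 20 µM; inactive = activation factor below 2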
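Measured by – red resorufin fluorescence at 544/590 nm excitation/emission · Test system – Clostridium kluyveri diaphorase, purified enzyme · Incubation – reaction time 16 min, room temperature · Buffer or medium – 50 mM HEPES pH 7.4 with 4.542 mM MgCl2, 0.005% Tween 20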
TNAP act hiacc – TNAP activators at high phosphate acceptor level, primary screen, biochemical, luminescence, uHTS. Alkaline phosphatase, tissue-nonspecific isozyme (Homo sapiens), P05186. purified TNAP, CDP-star luminescence, 1 M DEA, 30 min; stronger effect = higher value; 0 = EDTA background, 1 = DMSO-only activity. activation factor at 20 µM. 200,000 tested, under 10 active. AID 1136, 2008;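 active = activation factor at least 2 at 20 µM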
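Measured by: Luminescent substrate turnover signal | Test system: Human TNAP | Input: TNAP 1/800 final | Dosing: 20 µM single point | Schedule: 30 min, room temperature | Controls: EDTA wells as negative control, DMSO wells as positive control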
PMI activator – activators of human PMI, primary screen, biochemical, fluorescence intensity, near-Km mannose 6-phosphate. purified human PMI, coupled resazurin fluorescence, 20 min; stronger effect = higher value; 1 = vehicle control, 0 substrate-free wells. activation factor at 20 µM. 0.005% of 190,000 active. AID 1214, 2008;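 active = activation factor of 2 or more at 20 µM, relative to plate controls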
Target sequence (P34949 whole entry, looked up): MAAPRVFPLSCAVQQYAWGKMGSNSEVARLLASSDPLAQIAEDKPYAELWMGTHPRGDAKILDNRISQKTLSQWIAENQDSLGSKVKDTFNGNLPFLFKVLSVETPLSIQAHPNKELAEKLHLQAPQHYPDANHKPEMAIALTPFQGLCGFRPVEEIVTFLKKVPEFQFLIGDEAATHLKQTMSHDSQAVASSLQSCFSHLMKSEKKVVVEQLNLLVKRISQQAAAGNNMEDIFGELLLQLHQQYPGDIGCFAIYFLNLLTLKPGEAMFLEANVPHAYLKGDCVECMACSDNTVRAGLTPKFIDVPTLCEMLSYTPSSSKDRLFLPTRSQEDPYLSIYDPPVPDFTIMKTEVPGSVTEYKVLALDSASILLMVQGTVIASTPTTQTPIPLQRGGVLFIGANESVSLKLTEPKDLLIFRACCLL
PMI act hi M6P – human PMI activators, high substrate, primary screen, biochemical, fluorescence intensity, near-saturating mannose 6-phosphate; coupled PMI enzyme assay, resazurin fluorescence, 20 min; stronger effect = higher value; 1 = untreated enzyme, 0 = substrate-free blank; activation factor at 20 µM; 0.34% of 190,000 active;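 active = activation factor of 2 or more at 20 µM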
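Test system: human phosphomannose isomerase with PGI, G6PDH, diaphorase coupling enzymes / Doses: 20 µM compound, 1% DMSO / Times: enzyme reaction with compound 20 min at room temperature / Measured by: Diaphorase-driven resazurin-to-resorufin fluorescence, excitation 544, emission 590 nm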
Efa HMGR inh – inhibitors of E. faecalis class II HMGR, primary screen, biochemical, Enterococcus faecalis; inhibition, % at 10 µM; HMG-CoA reductase (Enterococcus faecalis, mvaE); purified E. faecalis HMGR, NADPH absorbance 340 nm kinetic; AID 1066, 2008; 0.41% of 190,000 active;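 active = inhibition above a set limit, the median over all tested compounds plus 3 SD, cut at about 9.5% in these data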;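 also: enzyme runs in reverse so mevalonate oxidation gives rising NADPH absorbance; 0% = complete reaction with DMSO and 100% = background rate lacking mevalonate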
G6PDH CS – L. mesenteroides G6PDH inhibitors, counter-screen for G6PDH-coupled screening assays, biochemical, Leuconostoc mesenteroides enzyme | glucose-6-phosphate dehydrogenase [Leuconostoc mesenteroides] | Purified L. mesenteroides G6PDH, diaphorase/resazurin coupled fluorescence, 45 min | inhibition, % at 5 µM | 0.12% of 200,000 active; in the data active = inhibition above about 50%
* marks the source's active call; other numbers are inactive results.

SMILES	TNAP inh noacc	TNAP inh hi DEA	Diaph inh CS	FLuc stim CS	Diaphorase act	TNAP act hiacc	PMI activator	PMI act hi M6P	Efa HMGR inh	G6PDH CS
CCOc1cc(C2c3c(-c4ccccc4)n[nH]c3C(=O)N2c2ccc(C(=O)O)cc2)ccc1O (stereo unspecified)	29.0	-6.0	-6.8	1	1.1	1.1	1.3	1.2	4.0	5.0
O=C(NCC1CCCO1)C1CCC(CNS(=O)(=O)c2ccccc2)CC1 (stereo unspecified)	-14.6	-4.7	11.6	1.1	0.9	1	0.9	1	-0.1	-5.5
CC/C(=N\NC(=O)CSCc1ccc(Cl)cc1)c1ccc2c(c1)OCCO2	1.2	0.2	24.7	1	0.8	1	0.8	0.8	2.9	6.4
O=C(CN(C(=O)Cn1nnc(-c2ccc(F)cc2)n1)C1CCCC1)NC1CCCC1	-11.7	-5.3	12.7	1	0.9	1.1	0.9	1	-0.2	6.5
CCOC(=O)c1c(NC(=O)CSc2nc3cc(Cl)ccc3s2)sc(C(C)=O)c1C	-9.8	-0.8	21.0	1	0.8	1	1	1	-3.8	0.3
Clc1ccccc1-c1nnc2sc(C3COc4ccccc4O3)nn12 (stereo unspecified)	47.1	-0.4	12.5	1.1	0.9	1	0.5	0.8	0.0	-13.8
CCOC(=O)c1c(C)nc2ccccc2c1-c1ccccc1	-16.7	2.5	5.4	0.9	0.9	1	0.8	1	-0.5	18.4
COc1ccccc1N1CCN(c2nc3c(C)cccn3c(=O)c2C=O)CC1	-9.0	-1.1	9.3	1	0.9	1	1	1	-4.3	6.1
CCCN1CNC(=S)N(Cc2ccccc2)C1	-4.1	-0.3	12.6	1.1	0.9	1	1	1	-2.4	2.3
Cc1nn(-c2ccccc2)c(C)c1S(=O)(=O)O	-0.6	-0.1	6.0	1	0.9	1	1	1	-1.3	13.7
O=[N+]([O-])c1ccc2c(c1)oc1ccccc12	-5.2	-0.3	-0.8	1	1	1	1	0.9	-7.0	2.2
CCOC(=O)c1[nH]c2c(c1C)C(=O)CC(c1ccc(F)cc1)C2 (stereo unspecified)	-11.4	3.9	5.0	1	0.9	1	0.9	0.9	-1.3	-23.7
COc1ccc(COC(=O)NNC(=O)c2ccc(OC)cc2)cc1	-6.0	-0.6	5.0	1	0.9	1	1.1	1	6.2	4.4
Cc1nc2c(=O)oc3ccccc3c2n1-c1ccccc1	-12.6	-5.6	17.1	1	0.8	1.1	0.9	0.9	-0.1	-33.6
CCc1cc2cc(C(=O)Nc3ccc(F)cc3)sc2s1	-8.4	1.8	-4.8	0.9	1	1	1	1	-9.6	0.9
CC1(C)Cc2nc(N)c(C(=O)NCCO)cc2CO1	-9.2	-1.6	16.4	1	0.8	1	0.8	0.9	0.5	1.1
Cc1cc(C)c2ccc(=S)[nH]c2n1	-2.3	-2.5	6.6	1	0.9	1	1.7	2.5*	0.8	0.7
CN(C)CCNC(=O)/C(=C/c1ccc(-c2ccc(Cl)cc2Cl)o1)NC(=O)c1ccccc1	-2.4	0.5	-27.5	1	1.3	1	1.1	1.1	1.9	-2.4
CC(=O)/C=C(\C)NCCNc1c(F)c(F)c(CO)c(F)c1F	-7.2	-4.9	-2.5	1	1	1	1.1	1.1	-0.6	5.8
COc1ccc2c(c1)CCc1c(C(=O)NCc3cccnc3)noc1-2	4.2	4.7	-1.7	0.9	1	1	0.9	1	1.7	-20.9
O=C(NC1CCCCC1)C(c1ccc2ncccc2c1)N(Cc1ccc(F)cc1)C(=O)c1ccc2c(c1)OCCO2 (stereo unspecified)	1.7	-6.2	20.0	1.1	0.8	1.1	0.9	0.9	2.5	2.7
CN1C=CC=C/C1=C1\SC(=S)N(Cc2ccccc2)C1=O	25.4	32.7	4.9	1.1	1	0.7	1	1	1.0	3.2
O=C(CSc1nc2ccccc2[nH]1)c1cccs1	-17.8	-5.7	17.3	0.9	0.8	1.1	1	0.9	1.6	0.2
COc1ccc(CCN2C(=O)CC(Cc3cccc(C)c3)C2=O)cc1OC (stereo unspecified)	-7.6	-4.6	13.9	1	0.9	1	0.9	0.9	-8.6	19.4
Nc1ccc(-c2nc3ccccc3[nH]2)cc1	-8.8	-0.2	10.6	0.6	0.9	1	0.9	0.9	0.1	5.5
CN1CCCN(C(=O)C2CCC(C(=O)N3CCCN(C)CC3)CC2)CC1 (stereo unspecified)	-10.4	-3.8	-5.4	1.1	1.1	1	1.1	1	-6.2	-2.3
Cc1ccccc1C(=O)N1CCN(c2ccc(NC(=O)c3cccnc3Cl)cc2)CC1	-7.8	-4.7	9.8	1	0.9	1	1	1	-1.2	0.9
C=CCn1c(SCC(=O)Nc2cccc3ccccc23)nnc1-c1cnccn1	-9.2	-4.8	13.5	1.1	0.9	1	0.9	0.9	0.0	4.7
COc1ccc2c(CC(=O)NC3CCCc4ccccc43)coc2c1 (stereo unspecified)	-5.1	-2.4	6.9	1.1	0.9	1	0.8	0.9	-6.9	4.1
O=C(CCn1nnc2ccccc21)N/N=C\Cc1ccccc1	-8.7	1.1	1.3	1.1	1	1	1.1	1	-1.4	2.7
CCOc1cccc(/C=N/Nc2ccc(S(=O)(=O)N(CC)CC)cn2)c1O	1.2	7.0	-1.3	1	1	0.9	1.1	1.2	-3.0	12.5
CCC(=O)OCC(=O)Nc1cc([N+](=O)[O-])ccc1OC	-8.2	-3.4	5.5	1.1	0.9	1	1	1	-11.3	-4.4
C/C(N)=C(/C#N)C(=O)COC(=O)CSc1ccccc1	2.3	-4.4	0.8	1.1	1	1	1	1	-0.5	7.2
NNc1nnc(-c2ccccc2)c(-c2ccccc2)n1	1.1	2.4	0.3	1.1	1	1	1.1	1.1	-0.8	1.6
C/C=C/C(=O)OCC(=O)Nc1cccc(F)c1	0.8	2.1	-1.9	1	1	1	1.1	1	1.2	2.2
COC(=O)c1ccc(/C=N/NC(=O)c2cccc(F)c2)cc1	6.1	9.0	-10.4	0.8	1.1	0.9	1.2	1.3	0.1	-11.6
CN(C)S(=O)(=O)N1CCC(Oc2ccc(C(=O)NCC(C)(C)CO)cc2)CC1	18.1	-4.9	9.2	1	0.9	1	0.9	0.9	-2.6	21.6
CCc1cccc(NC(=O)Cc2ccc([N+](=O)[O-])cc2)c1	-10.8	-5.8	12.4	1.1	0.9	1.1	1	1	-4.7	2.9
Cc1ccc(-c2nc(N)sc2CC(=O)OCC(=O)NCCC(C)C)cc1	-10.1	-2.1	7.5	1.1	0.9	1	0.9	1	-1.7	-0.5
COc1ccc(-c2nn(-c3ccccc3C)cc2CNCc2cccnc2)cc1F	3.0	4.2	2.6	1	1	1	0.9	1	0.3	0.0
COCCn1c(C)cc(C(=O)CSc2nc3ccccc3s2)c1C	-10.0	-6.1	5.0	0.5	0.9	1.1	1	1	-1.2	2.4
CCOc1ccccc1C(=O)Nc1cc(Cl)ccc1O	-16.1	-1.5	18.5	1	0.8	1	0.9	0.9	1.1	-36.5
C=CCn1c(SCC(=O)NC(=O)NCc2ccco2)nc2sc(CC)cc2c1=O	-3.3	-8.8	13.9	1.1	0.9	1.1	1	1	-1.8	4.9
COCCNC(=S)NNc1ccccc1[N+](=O)[O-]	16.7	22.2	21.2	1	0.8	0.8	1	0.9	-1.9	5.4
CC(O)CNc1nc2c(c(=O)n(C)c(=O)n2C)n1Cc1cccc(C(F)(F)F)c1 (stereo unspecified)	-7.2	-2.4	15.0	1	0.8	1	0.9	0.9	0.8	-12.3

Of the compounds above, six contain a Cl atom.
SMILES	TNAP inh noacc	TNAP inh hi DEA	Diaph inh CS	FLuc stim CS	Diaphorase act	TNAP act hiacc	PMI activator	PMI act hi M6P	Efa HMGR inh	G6PDH CS
CC/C(=N\NC(=O)CSCc1ccc(Cl)cc1)c1ccc2c(c1)OCCO2	1.2	0.2	24.7	1	0.8	1	0.8	0.8	2.9	6.4
CCOC(=O)c1c(NC(=O)CSc2nc3cc(Cl)ccc3s2)sc(C(C)=O)c1C	-9.8	-0.8	21.0	1	0.8	1	1	1	-3.8	0.3
Clc1ccccc1-c1nnc2sc(C3COc4ccccc4O3)nn12 (stereo unspecified)	47.1	-0.4	12.5	1.1	0.9	1	0.5	0.8	0.0	-13.8
CN(C)CCNC(=O)/C(=C/c1ccc(-c2ccc(Cl)cc2Cl)o1)NC(=O)c1ccccc1	-2.4	0.5	-27.5	1	1.3	1	1.1	1.1	1.9	-2.4
Cc1ccccc1C(=O)N1CCN(c2ccc(NC(=O)c3cccnc3Cl)cc2)CC1	-7.8	-4.7	9.8	1	0.9	1	1	1	-1.2	0.9
CCOc1ccccc1C(=O)Nc1cc(Cl)ccc1O	-16.1	-1.5	18.5	1	0.8	1	0.9	0.9	1.1	-36.5

Following part.
SMILES	TNAP inh noacc	TNAP inh hi DEA	Diaph inh CS	FLuc stim CS	Diaphorase act	TNAP act hiacc	PMI activator	PMI act hi M6P	Efa HMGR inh	G6PDH CS
Cc1nn(CC2CC2)c(=O)n1N(C)c1ncc(C(F)(F)F)cc1Cl	-10.9	-0.9	6.8	1	0.9	1	1	1	-0.3	2.5
CCS(=O)(=O)N1CCCC(C(=O)NCc2ccccc2Cl)C1 (stereo unspecified)	-13.6	-6.5	0.0	1	1	1.1	0.9	1	0.3	25.4
Cc1cnc(C(=O)OCC(=O)NC2CCCC(C)C2C)cn1 (stereo unspecified)	0.9	-7.3	6.6	1.1	0.9	1.1	1.2	1.1	0.1	9.6
Cc1ccccc1CN(CC1CCC(C(=O)O)CC1)C(=S)Nc1ccccc1F (stereo unspecified)	2.9	-5.6	-16.3	1.1	1.2	1.1	1.1	1.2	5.2	5.1
O=C(Nc1nccs1)c1ccc(COc2ccccc2Cl)o1	-5.3	-4.8	8.6	0.9	0.9	1	0.9	0.9	-3.3	-4.3
CC(C)(C)c1ccc(-n2nc(C#N)c(Cl)cc2=O)cc1	5.4	3.8	13.0	1	0.9	1	1	0.9	0.6	2.4
O=C(CCN1C(=O)c2cccc3cccc(c23)C1=O)Nc1ccccc1	-14.9	-4.9	-11.6	1	1.1	1	1.1	1.1	-0.6	2.6

No enrichment for hits; 1.7% or so of the library scored in one or more.
